Screens: PubChem, National Center for Advancing Translational Sciences (NCATS)
A350 autofl: A350 region autofluorescence. Compound autofluorescence, 340/450 nm, Alexa 350 dye-equivalents; hits give high values. max dye-equivalent concentration, M. hit rate 11% among 59,000. AID 590; in the data active means max dye-equivalent concentration above about 10 nM; inconclusive means mostly about 1.1 nM to 9.6 nM
HEK293 cAMP ctrl: raises cAMP in parental HEK293 cells, TSHR agonist counter-screen | Potency, µM (series often up to 57.1 µM), inactives show at the top dose activation, usual class: activators | hit rate 2.5% among 73,000 | AID 938 | parental HEK293 CNG cAMP sensor, membrane potential fluorescence; further: potency means the concentration at half of the fitted maximal effect; % of control where 0% means no effect; nearly all actives have a fitted effect of over 55% in size
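Parental HEK 293 cells stably expressing a modified CNG channel (no TSHR) report cAMP rise as membrane depolarization. Membrane potential dye with 100 uM RO 20-1724 was loaded for 60 min at room temperature, then compound added for 30 min; fluorescence read at 590 nm.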
Casp7 inh: allosteric or competitive inhibitors of human caspase-7; Potency, µM (top dose mostly 57.5 µM), inactives show at the top dose activity change, negative = inhibition, actives largely listed as inhibitors; hit rate 0.02% among 75,000; P55210; recombinant caspase-7, Ac-DEVD-AFC fluorescence rate; active means well fitted inhibition curve with a large enough effect in the main read-out, with a control signal flat, not every such curve was filed as active; inconclusive means small, poorly fitted or top-dose-only effect, or a change in a side signal; further: potency means the concentration at half of the fitted maximal effect; % of control where 0% means no effect
BRCT inh red: disrupts BRCA1 BRCT binding to phosphoprotein, red fluorophore readout; P38398; BRCT-phosphopeptide binding, red fluorescence polarization; Potency, µM (top dose mostly 76.9 µM), for the others: at the top dose activity change, negative = inhibition, usual class: inhibitors; hit rate 0.03% among 75,000; AID 892; further: on the % scale 0 is the no-effect control and ±100 the full control effect
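Fluorescence polarization: 100 nM His-tagged BRCA1 BRCT with 100 nM TAMRA-labelled phospho-BACH1 decapeptide, phosphate buffer pH 7.3 with 150 mM NaCl, DTT, 0.01% Tween 20; 12 min RT. Binding inhibition seen as FP decrease.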
USP2a inhib: inhibitors of human ubiquitin-specific protease USP2a; USP2a enzymatic assay, qHTS inhibition; Potency, µM (top dose mostly 38.3 µM), inactives show at the highest dose activity change, negative = inhibition, hits mostly inhibitors; O75604; hit rate 0.1% among 60,000;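 further: potency means the concentration at half of the fitted maximal effect; nearly all actives have a fitted effect of over 60% in size; plate controls were DMSO for no effect and NEM full inhibition control for full effect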
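Inhibition is measured in a cell-free coupled assay with 20 nM USP2 core, 20 nM Ub-PLA2 and 20 uM NBD C6-HPC, 2.5 h incubation. Activity normalized to NEM control.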
BRCT PPI green: blocks human BRCA1 BRCT binding to phosphopeptide, green readout | P38398 | BRCA1 BRCT-phosphopeptide binding, green fluorescence polarization | Potency, µM (highest dose often 76.9 µM), without a hit: at the top dose activity change, negative = inhibition, hits mostly inhibitors | hit rate 0.05% among 75,000 | AID 875;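 further: potency means the concentration at half of the fitted maximal effect; plate controls were peptide without protein for full effect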
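Fluorescence polarization: His-tagged BRCT (~35 kDa BRCA1 C-terminus, 250 nM) bound to 100 nM fluorescein-labeled phosphorylated 10-aa BACH1 peptide, pH 7.3 phosphate buffer with DTT and Tween 20. Compounds incubated 12 min at room temperature; inhibition read as lowered polarization.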
Caspase-1 inhib: allosteric or competitive inhibitors of human caspase-1. P29466. Caspase-1 enzyme, Ac-WEHD-AFC fluorogenic rate. Potency, µM (titrated, usually from 57.5 µM), inactives show at the top dose activity change, negative = inhibition, hits mostly inhibitors. hit rate 0.03% among 75,000;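 further: potency means the concentration at half of the fitted maximal effect; plate controls were vehicle for no effect and no substrate for full effect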
Texas Red fluor: compound fluoresces in the Texas Red spectral region. Compound fluorescence, Texas Red channel, 547/618 nm; hits give high values. max dye-equivalent concentration, M. AID 587. hit rate 0.06% among 59,000; in the data active means max dye-equivalent concentration above about 10 nM; inconclusive means between about 1.1 nM and that limit
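qHTS profiling of intrinsic compound fluorescence; 100 mM Tris pH 8.0; 15 min RT; ex 547 / em 618 nm; response expressed as Texas Red dye-equivalent concentration from six-point plate standard.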
Fluorescein fluor: fluorescein region autofluorescence. Compound autofluorescence, 480/540 nm, fluorescein-equivalent; hits give high values. max fluorescein-equivalent concentration, M. hit rate 0.91% among 59,000. AID 593; in the data active means max fluorescein-equivalent concentration above about 10 nM; inconclusive means between about 1.1 nM and that limit
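Autofluorescence profiling; 100 mM Tris, pH 8.0; incubation 15 min at RT; ex/em 480/540 nm; result as fluorescein-equivalent concentration.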
4MU fluor: compound fluoresces in the 4-MU spectral region. hit rate 11% among 59,000. AID 589. compound autofluorescence, 340/450 nm, 4-MU equivalents; hits give high values. max dye-equivalent concentration, M; in the data active means max dye-equivalent concentration above about 10 nM; inconclusive means mostly about 1.1 nM to 9.6 nM
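Compounds in 100 mM Tris, pH 8.0, sat 15 min at room temperature before fluorescence was read at 340 nm excitation/450 nm emission; a per-plate six-point 4-MU standard curve converted signals to dye-equivalent concentration at each compound concentration.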
Rhodamine fluor: compound fluoresces in the rhodamine spectral region | Rhodamine-region fluorescence, 547/598 nm, Tris buffer; hits give high values | max dye-equivalent concentration, M | hit rate 0.05% among 59,000; in the data active means max dye-equivalent concentration above about 11 nM; inconclusive means between about 1.1 nM and that limit
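Intrinsic compound fluorescence, ex 547 / em 598 nm, CCD imager. Tris 100 mM pH 8.0; 15 min RT. Output = rhodamine dye-equivalent concentration at each compound concentration.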
Numbers without * were called inactive; i = inactive; ? = inconclusive; nt = no result given; [ ] = another dose, or the depositor's remark. Unless noted, the call rests on the fitted dose curve; in most records, active means well fitted curve in the direction sought with a large enough effect; inconclusive means small, poorly fitted or top-dose-only effect, or another doubt; inactive means no such curve, though single readings can be large; an effect the other way counts as inactive or inconclusive. This is a subset. The share of hits here may be higher or lower than overall.

SMILES,Casp7 inh,A350 autofl,BRCT inh red,Caspase-1 inhib,USP2a inhib,Rhodamine fluor,4MU fluor,BRCT PPI green,HEK293 cAMP ctrl,Fluorescein fluor,Texas Red fluor
CC(CCC(=O)O)(c1cc(Br)c(O)c(Br)c1)c1cc(Br)c(O)c(Br)c1,-2%[11.5 µM],i,0.0%[15.4 µM],-2%[11.5 µM],nt,i,i,-1.6%[15.4 µM],1.3µM*,?,i
Cc1c(CCC#N)c(N2CCN(C3CCCCC3)CC2)n2c(nc3ccccc32)c1C#N,nt,?,nt,nt,nt,i,?,nt,nt,1.1e-08M*,i
N#Cc1nc(-c2ccco2)oc1N1CCc2ccccc2C1,-8%,?,-0.4%,-6%,14%,i,?,-0.5%,25µM*,i,i
O=C(O)C1CSC(c2ccccc2)N1C(=O)c1ccco1 (stereo unspecified),0%,i,0.2%,-1%,-6%,i,i,0.4%,10%,i,i
COc1ccc2nc(SCc3cnc(C)nc3N)[nH]c2c1,-1%,?,0.4%,-2%,-6%,i,i,0.4%,-4%,?,?
O=C(Nc1ncccn1)c1cccs1,-1%,i,0.3%,-3%,2%,i,i,-2.3%,2%,?,i
CCOc1ccc(-c2nc(C#N)c(N3CCN(CC)CC3)o2)cc1,nt,?,nt,nt,nt,i,i,nt,nt,?,i
CS(=O)(=O)N1CCN(c2ccccc2NC(=O)CSc2ccc(Cl)cc2)CC1,-1%,i,-0.3%,-4%,35%[activator],i,i,-1.6%,22%,i,i
CCN(CC)CC(C)(C)NS(=O)(=O)c1ccc(Cl)cc1,0%,i,0.4%,-4%,5%,i,i,-1.3%,14%,?,i
CCC[C@@H]1C[C@@]1(CCC)C(NS(=O)(=O)c1cccc2cccnc12)c1ccc(Cl)cc1 (stereo partly specified),0%,nt,-0.5%,0%,nt,nt,nt,1.3%,?,nt,nt
C=CCc1ccccc1OCC(CN1CCCCC1)OC(C)=O (stereo unspecified),0%,?,-0.8%,1%,-18%,i,?,0.0%,27%,i,i
CC(=O)C1=C(O)C=C(c2ccco2)CC1c1ccco1 (stereo unspecified),-8%,i,-0.8%,-5%,26%,i,i,-6.2%,16µM*,i,i
O=C(NCCCN1CCCC1=O)Nc1ccc(Cl)cc1,1%,i,1.5%,0%,1%,i,i,-3.0%,4%,i,i
CCC(C)(C)n1nnnc1C(c1cc(OC)c(OC)c(OC)c1)N1CCN(c2ccccc2)CC1 (stereo unspecified),-1%,i,0.9%,1%,2%,i,i,-1.7%,24%,i,?
CCN(CC)S(=O)(=O)c1cc(C(=O)O)ccc1Cl,-1%,i,-0.1%,1%,-8%,i,i,0.9%,-6%,i,i
Cc1c(NC(=O)CSC2=C(C#N)C(c3ccccc3F)CC(=O)N2)c(=O)n(-c2ccccc2)n1C (stereo unspecified),2%,i,-3.5%,2%,18%,i,i,-0.5%,3%,?,i
COc1ccc(NC(=O)Cn2nnc(-c3ccccc3N)n2)cc1OC,0%,i,-1.0%,-1%,-3%,i,i,-6.0%,-1%,i,i
Cc1cc(=O)oc2cc(OC(C)C(=O)O)c(Cl)cc12 (stereo unspecified),-4%,4.5e-07M*,-1.8%,-5%,-4%,i,3.8e-07M*,-0.4%,6%,i,i
O=C(CCn1c(=O)oc2ccccc21)N1CCCCCC1,1%,i,1.3%,2%,5%,i,i,0.0%,21%,i,i
COc1ccc(CC(=O)OCc2nnc(C3COc4ccccc4O3)o2)cc1OC (stereo unspecified),6%,i,-0.5%,-3%,16%,i,i,1.8%,14%,i,i
COc1ccc(C)cc1NC(=O)Cn1cnc2sc(C)c(S(=O)(=O)N3CCOCC3)c2c1=O,1%,i,-2.6%,-1%,-7%,i,i,-1.5%,-5%,?,i
O=C(c1cc2n(n1)C(C(F)(F)F)CC(c1ccco1)N2)N1CCN(c2ccccn2)CC1 (stereo unspecified),1%,i,-0.9%,-2%,26%,i,i,-0.6%,12%,i,i
Cc1noc(C(=O)N2CCN(c3ccc(F)cc3)CC2)c1Cl,-2%,nt,-0.2%,0%,nt,nt,nt,-0.1%,11%,nt,nt
CN(CC(=O)NCc1ccc2c(c1)OCO2)S(=O)(=O)c1ccc(Br)s1,2%,i,-0.9%,-4%,-4%,i,i,-2.0%,15%,i,i
CC(C)COC(=O)c1nnsc1NC(=O)Nc1ccccc1,-4%,i,-1.0%,-1%,8%,i,i,-0.9%,19%,i,i
COCCNC(=O)c1cc(-c2cccc(OC)c2)on1,-1%,i,-0.2%,-1%,-7%,i,i,-1.1%,3%,i,i
CCOC(=O)c1ccc(NC(=O)CCC(=O)OC)cc1,1%,nt,-2.2%,-1%,nt,nt,nt,-1.8%,-13%,nt,nt
Cc1cc2ccccc2n1CCNC(=O)C(C)C,-8%,nt,0.6%,-4%,nt,nt,nt,-0.8%,11%,nt,nt
COCCCNC(=O)C1CCN(C(=O)c2cc3sccc3n2Cc2ccc(F)cc2)CC1,-3%,?,0.1%,-3%,14%,i,?,-0.1%,12%,i,i
CCNC(=O)C1CC(=O)N(c2ccc(Br)cc2)C1 (stereo unspecified),-1%,i,0.0%,-2%,5%,i,i,-5.0%,11%,i,?
COC(=O)CSc1nnc(CNC(=O)c2cccs2)n1-c1cccc(C)c1,-1%,i,-1.6%,1%,-10%,i,i,-3.3%,3%,i,i
CCc1c(C)sc(NC(=O)c2cccs2)c1C(=O)OC(C)C,?,nt,-0.1%,?,nt,nt,nt,1.4%,6%,nt,nt
O=C(c1scc2c1CCCC2)N1CCCCC1,-1%,i,0.1%,-1%,-3%,i,i,-5.5%,27%,i,i
O=C(NCc1cccnc1)c1c[nH]c2cc3c(cc2c1=O)OCCO3,1%,i,-1.0%,0%,nt,i,i,1.3%,24%,i,?
CCOc1ccc(C2/C(=C(\O)c3cccc(OC)c3)C(=O)C(=O)N2c2cc(C)on2)cc1OC (stereo unspecified),-1%,i,2.3%,-3%,50%[activator],i,i,-0.5%,23%,?,i
CCOC(=O)N1CCN(C(=O)CN2C(=O)CC(C)(C)S(=O)(=O)c3ccccc32)CC1,1%,i,-1.0%,2%,3%,i,i,-1.3%,4%,i,i
Cc1cc(C(=O)Nc2nnc(C3CCCCC3)s2)no1,0%,i,-2.7%,2%,-28%,i,i,0.8%,-2%,i,i
COc1ccc(OC)c(NC(=O)c2c(NC(=O)c3ccco3)sc3c2CCC3)c1,-2%,?,1.7%,-1%,12%,i,?,1.1%,0%,i,i
CCOC(=O)c1ccccc1NC(=O)c1cc(S(=O)(=O)N2CCOCC2)ccc1F,-4%,i,0.1%,-6%,16%,i,i,0.9%,22%,?,i
Cc1ccc(CN2C(=O)CCC2C(=O)NCc2ccc3c(c2)OCO3)cc1 (stereo unspecified),0%,i,-0.5%,-1%,10%,i,i,-0.2%,1%,i,i
O=c1[nH]c(CN2CCc3ccccc32)nc2scc(-c3cccs3)c12,-18%,i,-0.4%,-9%,25%,i,i,-0.5%,-6%,?,i
CC(C)C(NS(=O)(=O)c1cccs1)C(=O)N1CCc2ccccc2C1 (stereo unspecified),-2%,i,-0.2%,0%,6%,i,i,1.4%,10%,i,i
Cc1cc(O)c(NC(=O)c2ccco2)cc1C,0%,i,-0.5%,1%,-5%,i,i,-2.2%,5%,?,?
Cc1noc(C)c1COC(=O)CCN1c2ccccc2Sc2ccccc21,-3%,i,0.9%,-3%,-2%,i,i,-0.8%,16%,i,i
Cc1ccc(-n2nnc3c(=O)oc4ccccc4c32)cc1,0%,i,-0.9%,1%,9%,i,i,2.5%,3%,i,i
CCN=C1SC(CC(=O)Nc2ccccc2OCC)C(=O)N1CC (stereo unspecified),0%,i,1.5%,-2%,1%,i,i,3.9%,1%,?,?
Cn1c(SCC(=O)Nc2ccccc2F)nnc1-c1ccc(S(=O)(=O)N2CCOCC2)cc1,2%,i,0.9%,-1%,nt,i,i,0.5%,?,i,i
Cn1nnc(NC(=O)c2cccc(OCc3ccccc3)c2)n1,0%,i,-0.4%,2%,9%,i,i,-2.0%,4%,i,i
CCn1c(COc2ccccc2OC)nnc1SCC#N,0%,i,-0.5%,-1%,-1%,i,i,2.3%,8%,i,?

Compounds above with a COOH group:
SMILES,Casp7 inh,A350 autofl,BRCT inh red,Caspase-1 inhib,USP2a inhib,Rhodamine fluor,4MU fluor,BRCT PPI green,HEK293 cAMP ctrl,Fluorescein fluor,Texas Red fluor
CC(CCC(=O)O)(c1cc(Br)c(O)c(Br)c1)c1cc(Br)c(O)c(Br)c1,-2%[11.5 µM],i,0.0%[15.4 µM],-2%[11.5 µM],nt,i,i,-1.6%[15.4 µM],1.3µM*,?,i
O=C(O)C1CSC(c2ccccc2)N1C(=O)c1ccco1 (stereo unspecified),0%,i,0.2%,-1%,-6%,i,i,0.4%,10%,i,i
CCN(CC)S(=O)(=O)c1cc(C(=O)O)ccc1Cl,-1%,i,-0.1%,1%,-8%,i,i,0.9%,-6%,i,i
Cc1cc(=O)oc2cc(OC(C)C(=O)O)c(Cl)cc12 (stereo unspecified),-4%,4.5e-07M*,-1.8%,-5%,-4%,i,3.8e-07M*,-0.4%,6%,i,i
